Screening results as filed in PubChem BioAssay.
Tb MetRS inh = Trypanosoma brucei MetRS inhibition; inhibition, % at 11.9 µM; purified T. brucei MetRS, ATP depletion, Kinase-Glo luminescence; AID 624268; hit rate 0.4% among 360,000;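 active = inhibition above a per-plate cutoff of the control wells' mean inhibition plus 3 SD, cut at about 5.5% in these data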;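 note: 0% = DMSO wells median and 100% = median of wells with control inhibitor compound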
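Material: T. brucei methionyl-tRNA synthetase, purified; reagent: substrates ATP, L-methionine and bulk Escherichia coli tRNA; dosing: 11.9 µM single point; timing: 15 min plus 2 h at 25 °C; detection: luminescence of leftover ATP; evaluation: % inhibition; control set: DMSO-only wells as low control; replicates: singlicate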
CendR NRP1 mod = alters CendR peptide binding to human NRP-1; FAM-RPARPAR peptide binding to NRP-1, fluorescence polarization; hit rate 0.85% among 360,000; inhibition, % at 25 µM; O14786;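 active = inhibition or corrected inhibition above about 18%, plus a signal ratio from 0.5 to 1.5, limit read from the data, passing the limit was not always enough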; note: strong numbers were not always called active
MLLE-PAM2 inh = blocks PAM2 peptide binding to the PABP1 MLLE domain; P11940; GST-MLLE / FITC-PAM2 fluorescence polarization; inhibition, % at 20 µM; hit rate 0.36% among 360,000; AID 588489; in the data active = inhibition above about 35%, passing the limit was not always enough;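 note: plate controls were DMSO wells with GST-MLLE for no effect and wells lacking GST-MLLE protein for full effect; some results filed as inactive read as strong as hits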
Target sequence (P11940 whole entry, looked up, the tested form may be a part): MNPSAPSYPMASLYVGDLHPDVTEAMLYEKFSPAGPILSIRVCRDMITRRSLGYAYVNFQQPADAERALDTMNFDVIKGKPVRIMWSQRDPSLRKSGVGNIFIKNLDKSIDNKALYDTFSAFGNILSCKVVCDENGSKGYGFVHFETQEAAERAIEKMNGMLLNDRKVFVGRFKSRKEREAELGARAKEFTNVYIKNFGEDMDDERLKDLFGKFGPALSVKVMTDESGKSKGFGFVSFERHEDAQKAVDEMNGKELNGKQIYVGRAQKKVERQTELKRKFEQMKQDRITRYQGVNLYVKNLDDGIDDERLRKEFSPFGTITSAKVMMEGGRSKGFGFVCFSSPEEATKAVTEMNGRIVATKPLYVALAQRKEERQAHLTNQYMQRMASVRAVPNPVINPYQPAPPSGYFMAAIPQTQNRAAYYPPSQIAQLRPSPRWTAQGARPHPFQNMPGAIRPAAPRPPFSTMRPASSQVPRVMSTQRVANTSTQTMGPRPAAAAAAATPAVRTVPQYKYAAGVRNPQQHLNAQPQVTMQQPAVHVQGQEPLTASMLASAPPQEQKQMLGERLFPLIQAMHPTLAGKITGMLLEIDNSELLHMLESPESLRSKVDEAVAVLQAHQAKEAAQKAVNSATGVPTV
eLon inh = inhibitors of E. coli Lon protease. purified E. coli Lon protease, fluorescence polarization. inhibition, % at 7.94 µM. hit rate 0.42% among 360,000. P0A9M0. AID 602123; in the data active = inhibition above about 13%, passing the limit was not always enough;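 note: 0% = enzyme with probe and DMSO and 100% = no enzyme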
SKN-1 inh = inhibitors of C. elegans SKN-1 | inhibition, % at 21.8 µM | hit rate 0.49% among 360,000 | C. elegans VP596 Pgst-4::GFP/RFP ratio, acrylamide-induced, 24 h;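 active = interference check ratio from 0.5 to 1.5 plus GFP to RFP signal ratio inhibition reaching or exceeding a fixed threshold, cut at about 30% in these data, passing the limit was not always enough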; note: some compounds called inactive have numbers as strong as hits
bovine MsrA act = bovine methionine sulfoxide reductase A activation | hit rate 0.3% among 360,000 | purified bovine MsrA, absorbance read-out | activation, % at 10.6 µM; in the data active = activation above about 7.5%;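 note: 0% = vehicle and 100% = reference activator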
FAS-TE inh = FAS thioesterase (human) inhibition; P49327; recombinant FAS-TE, OMFH fluorogenic substrate, fluorescence endpoint; inhibition, % at 15 µM; hit rate 0.67% among 360,000;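 active = compounds whose normalised, plate-corrected inhibition of enzyme fluorescence in the single-dose primary screen is 50% or more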;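 note: 0% = DMSO with enzyme and 100% = substrate without enzyme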
MsrA inhibitor = inhibits bovine methionine sulfoxide reductase A; purified bovine MsrA, absorbance read-out; inhibition, % at 15.5 µM; hit rate 0.75% among 360,000; in the data active = inhibition above about 4.5%;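 note: 0% = vehicle wells with enzyme and 100% = reference inhibitor wells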
MT1-MMP act inh = MT1-MMP (human) activation inhibition; hit rate 0.061% among 360,000; GFP/RFP ratio change, % at 20 µM; AID 651647; HT1080 RFP-PRO-GFP cells, GFP/RFP ratio fluorescence, overnight; percent of plate control window, DMSO zero; P50281;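 active = GFP/RFP ratio change of at least 30% with cell ATP level not reduced by more than half and red fluorescence within 50% of control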; note: strong numbers were not always called active
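Test system: HT1080 cells expressing an RFP-PRO-GFP fluorescent reporter construct / Compound dosing: single-point 20 µM compound, 1% DMSO / Schedule: cells overnight before dosing, compound overnight, 37 °C, 5% CO2 / Evaluation: GFP/RFP fluorescence ratio / Control set: DMSO and RFP-L50D-GFP cell wells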
* hit, by the source's call; / = not tested or not shown.

SMILES | Tb MetRS inh | CendR NRP1 mod | MLLE-PAM2 inh | eLon inh | SKN-1 inh | bovine MsrA act | FAS-TE inh | MsrA inhibitor | MT1-MMP act inh
Cc1ccc(N=Cc2nc(-c3ccco3)oc2O)cc1 | -0.9 | 10 | -4 | 0 | 28 | -9 | 6 | 1.2 | 3
O=C(NCc1ccc(F)cc1)C1CCCN(S(=O)(=O)c2ccc(-n3cnnn3)cc2)C1 (centres undefined) | -0.1 | -8 | -6 | -6 | 20 | -2 | 7 | -0.2 | -1
COc1ccc(C(CC(=O)Nc2ccc(Cl)cc2F)NC(=O)C(F)(F)F)cc1 (centres undefined) | 0.8 | -5 | -7 | -5 | 2 | -3 | -8 | -0.4 | 2
COc1ccc(CNC(=O)Nc2ccc3c(c2)c(=O)n(C)n3Cc2cc(C)cc(C)c2)cc1 | 2.3 | 12 | 2 | 0 | 9 | -8 | 3 | -1.4 | -1
Fc1cccc(F)c1/C=N/NC(=S)Nc1cccnc1 | 0.3 | 7 | 22 | 5 | 5 | -2 | 4 | 0.2 | -1
Cc1noc(C)c1NC(=O)N(C)C[C@H]1Oc2ccc(NS(=O)(=O)c3cn(C)cn3)cc2C(=O)N([C@H](C)CO)C[C@@H]1C | -0.1 | 4 | -23 | -8 | 4 | -2 | -11 | -0.3 | 1
CNCC(=O)Nc1ccc(Cl)c(C(F)(F)F)c1 | -1.1 | -3 | 6 | 3 | 14 | -17 | -4 | -0.4 | -3
O=C(NCc1ccc(F)cc1)C(c1ccncc1)N(C(=O)c1csnn1)C1CC1 (centres undefined) | -0.7 | 3 | 4 | -4 | 2 | -7 | -6 | 0.1 | 1
Cc1cc(C)c(NC(=O)C2CCCO2)c(C)c1NC(=O)C1CCCO1 (centres undefined) | -1.2 | 2 | 4 | 4 | -11 | -8 | -4 | 1.8 | -2
CC(=O)c1sc2nsc(SCCN3CCOCC3)c2c1N | 0.3 | 3 | 21 | -5 | -7 | 2 | -2 | 1.9 | -1
Clc1ccc(CSc2ccc(-c3cccnc3)nn2)cc1 | -0.4 | -2 | 2 | 4 | 37* | -6 | 13 | 0.5 | 5
CCCN1CCN(S(=O)(=O)c2cc3c(cc2C)NC(=O)CO3)CC1 | -0.1 | 4 | -8 | -3 | 4 | -2 | -3 | 0.5 | -4
Cc1ccc(C(=O)NC2CC(C)(C)NC(C)(C)C2)c(C)c1 | -0.9 | 4 | 5 | -6 | -3 | -4 | -8 | -0.2 | 1
CC1(C)CC(=O)C2=C(C1)NC1=C(C(=O)c3ccccc31)C2c1cc([N+](=O)[O-])ccc1O (centres undefined) | 2.9 | 0 | 6 | 11 | 5 | -3 | 25 | 0.8 | 8
O=S(=O)(Nc1nc2ccc(S(=O)(=O)N3CCCC3)cc2s1)c1ccc(F)cc1 | -0.2 | -20 | 13 | -8 | -2 | -4 | -3 | -0.1 | -5
COc1ccc(Br)cc1/C=N/NC(=O)C[n+]1ccccc1 | 0.0 | 2 | -5 | -1 | 7 | -2 | -3 | 1.9 | 5
Cc1ccc(S(=O)(=O)NCc2cn3ccccc3n2)c(C)c1 | -0.6 | 5 | 3 | 5 | 1 | -3 | -4 | 0.6 | 0
COc1ccc(CN(C)Cc2c(O)ccc3cc(Br)ccc23)cc1OC | -1.3 | 0 | 4 | 6 | -6 | -13 | 4 | 0.1 | 6
CCOCCCNc1nc2ccccc2[nH]1 | 8.2* | -5 | -30 | 3 | 9 | 0 | -7 | -0.2 | 0
CC(=O)Nc1ccc(C2NC(=O)CCC2[N+](=O)[O-])cc1 (centres undefined) | 0.8 | 9 | 6 | 0 | -1 | -5 | -5 | -0.8 | 1
O=C(/C(=N\O)n1cncn1)c1ccc(Cl)cc1Cl | 2.8 | 16 | 7 | 2 | -3 | -2 | -8 | 0.2 | 2
O=C(CSc1ccccc1)Nc1cccc(S(=O)(=O)N2CCCC2)c1 | -0.4 | -8 | 7 | -4 | -1 | -7 | -8 | 0.6 | -5
O=C(NCCN1C(=O)S/C(=C\c2ccccc2F)C1=O)C1CCN(S(=O)(=O)c2cccs2)CC1 | -0.4 | -9 | -1 | 5 | 13 | -2 | 61* | 1.4 | -7
Cc1ccc(C)c(C(=O)COC(=O)c2ccccc2N2C(=O)C3C4CCC(C4)C3C2=O)c1 (centres undefined) | -0.4 | -1 | -17 | -6 | 11 | -3 | 21 | -1.2 | 1
COc1ccc(CCn2c(-c3cc([N+](=O)[O-])cc([N+](=O)[O-])c3)nc3nc4ccccc4nc32)cc1 | -0.2 | -8 | 14 | 7 | 8 | -3 | 48 | 0.8 | 2

Ordered by value in CendR NRP1 mod (ascending): three of the compounds above.
SMILES | Tb MetRS inh | CendR NRP1 mod | MLLE-PAM2 inh | eLon inh | SKN-1 inh | bovine MsrA act | MsrA inhibitor | MT1-MMP act inh
CNCC(=O)Nc1ccc(Cl)c(C(F)(F)F)c1 | -1.1 | -3 | 6 | 3 | 14 | -17 | -0.4 | -3
CC1(C)CC(=O)C2=C(C1)NC1=C(C(=O)c3ccccc31)C2c1cc([N+](=O)[O-])ccc1O (centres undefined) | 2.9 | 0 | 6 | 11 | 5 | -3 | 0.8 | 8
Cc1ccc(S(=O)(=O)NCc2cn3ccccc3n2)c(C)c1 | -0.6 | 5 | 3 | 5 | 1 | -3 | 0.6 | 0

Two entries drawn at random from those above, as already listed:
SMILES | Tb MetRS inh | CendR NRP1 mod | MLLE-PAM2 inh | eLon inh | SKN-1 inh | bovine MsrA act | FAS-TE inh | MsrA inhibitor | MT1-MMP act inh
COc1ccc(CCn2c(-c3cc([N+](=O)[O-])cc([N+](=O)[O-])c3)nc3nc4ccccc4nc32)cc1 | -0.2 | -8 | 14 | 7 | 8 | -3 | 48 | 0.8 | 2
CCOCCCNc1nc2ccccc2[nH]1 | 8.2* | -5 | -30 | 3 | 9 | 0 | -7 | -0.2 | 0

SKN-1 inh, hit marks shown above.
smiles	Tb MetRS inh	CendR NRP1 mod	MLLE-PAM2 inh	eLon inh	SKN-1 inh	bovine MsrA act	MsrA inhibitor	MT1-MMP act inh
Clc1ccc(CSc2ccc(-c3cccnc3)nn2)cc1	-0.4	-2	2	4	37*	-6	0.5	5

(more compounds)
SMILES | Tb MetRS inh | CendR NRP1 mod | MLLE-PAM2 inh | eLon inh | SKN-1 inh | bovine MsrA act | FAS-TE inh | MsrA inhibitor | MT1-MMP act inh
CCN(CC)CCCN(Cc1cc2cc3c(cc2[nH]c1=O)OCO3)C(=O)Nc1ccccc1OC | -0.8 | 8 | -16 | 4 | -1 | -3 | -6 | 1.2 | -9
COc1ccc(CCC(=O)NCc2cccc(C(F)(F)F)c2)cc1 | -0.8 | -1 | 12 | -7 | -8 | -2 | 0 | -1.1 | 3
COc1ccc(OC)c(/C=C/C(=O)OCC(=O)N2CCCC2)c1 | -0.2 | -1 | 1 | -5 | 7 | -1 | -6 | 0.5 | 0
CN(C)S(=O)(=O)n1cc(/C=C(\NC(=O)c2ccccc2)C(=O)N2CCCCC2)c2ccccc21 | -0.1 | 4 | 11 | -1 | 8 | -5 | 45 | 2.6 | -3
CCOc1ccc2nc(-c3ccccc3)nc(SCC(=O)Nc3ncc(C)s3)c2c1 | -0.7 | 1 | -2 | 4 | 9 | 3 | 4 | -0.4 | 0
COc1ccc(OC)c(S(=O)(=O)N2CCC(C(=O)NC3CCCC3)CC2)c1 | -0.2 | 11 | 16 | -2 | 12 | 0 | -3 | 0.1 | 0
Cn1cc(C(=O)C(=O)N2CCc3ccccc32)c2ccccc21 | -0.1 | 10 | 2 | 2 | -2 | -1 | 5 | 4.4 | 0
Cc1ccc(Cn2c(C)c3cnn(CC(=O)NC4CCCC4)c(=O)c3c2C)cc1 | -0.1 | -7 | -9 | 7 | -4 | -2 | -1 | -0.4 | -3
O=C(CCCn1c(=O)oc2ccccc21)N1CCc2ccccc2C1 | -0.2 | 11 | -6 | -3 | -6 | 0 | 2 | 1.1 | -4
CCOc1ccccc1NC(=S)N1CCC(NC(=O)C(C)(C)C)CC1 | -0.2 | -3 | -12 | -5 | 17 | -7 | -2 | 1.6 | 0
COc1cccc(-c2coc3c(C)c4oc(=O)c(CCC(=O)O)c(C)c4cc23)c1 | -1.4 | -16 | -5 | -15 | -15 | -15 | -3 | 1.4 | 7
Nc1ncc(Br)cc1S(=O)(=O)NCCC(=O)NCc1ccc(F)cc1 | 0.6 | 4 | 4 | 7 | 8 | -1 | -5 | 0.7 | 2
Clc1ccc(-c2cc(CN3CCCCC3)no2)cc1Cl | -1.1 | -7 | 0 | -2 | 4 | 2 | 6 | -0.8 | 2
COc1ccc(CN(CC(=O)NCCC(C)C)C(=O)CCC(=O)Nc2nccs2)cc1 | -0.9 | 9 | 5 | 6 | -12 | -10 | 1 | -0.3 | -1
Cc1ccc(NC(=O)COC(=O)c2cc(=O)c3ccccc3o2)cc1F | -0.6 | -1 | 3 | -7 | 1 | -8 | 1 | 0.1 | -2
Cc1cccc(C(=O)NCN2CCN(c3ccccc3C#N)CC2)c1 | -0.3 | 3 | 4 | -5 | -2 | -3 | -2 | -0.6 | 1
O=C(C[n+]1ccn(-c2ccccc2)c1)c1ccc([N+](=O)[O-])cc1 | -0.3 | -14 | -2 | 16 | -3 | 3 | -4 | -0.2 | -2
O=C(CSc1nc2c(c(=O)[nH]1)CCC2)Nc1ccc(F)cc1 | -0.5 | -1 | -131 | 3 | 0 | -2 | -6 | -1.1 | 1
Cc1cc(OC(=O)c2ccccc2Br)cc(=O)n1C | 0.3 | 1 | 2 | -5 | 0 | -3 | 3 | 0.2 | 0
CN(c1cccc(NC(=O)CN2C(=O)c3ccccc3S2(=O)=O)c1)S(C)(=O)=O | -1.4 | 8 | 13 | -9 | -9 | -5 | -9 | -0.5 | -3
CC(NC(=O)C1CCCN1C(=O)OC(C)(C)C)C(=O)OCc1ccccc1 (centres undefined) | -0.1 | 2 | -5 | -8 | 10 | -2 | 1 | -1.2 | 3
CCOC(=O)Cn1c(-c2ccccc2)ccc(C#N)c1=O | -0.5 | -9 | -9 | -2 | 10 | 0 | 10 | 3.7 | -9
Cc1ccc(-c2nc3cccnc3s2)cc1NC(=O)c1ccco1 | -0.5 | -1 | -8 | -3 | 4 | -2 | 2 | 1.1 | -3
O=C(NCCN1CCOCC1)c1ccc(NS(=O)(=O)c2ccccc2)cc1 | -0.2 | 15 | -7 | -12 | -17 | 6 | -1 | -0.7 | 0
CCOc1ccccc1NC(=O)CNC(=O)N1CC(=O)Nc2ccccc21 | -0.4 | -9 | 6 | 2 | 10 | -1 | -4 | 0.7 | 1
C[C@H](CO)N1C[C@H](C)[C@@H](CN(C)S(=O)(=O)c2ccc(F)cc2)Oc2ccc(NC(=O)Cc3ccccc3)cc2C1=O | -0.2 | 21 | -6 | -2 | 1 | -1 | -2 | 1.1 | 1
COc1cc2cncc(Cc3ccccc3)c2cc1O | 0.2 | -1 | -7 | 0 | 3 | -4 | -12 | 1.0 | 1
Cc1ccccc1N1CCN(S(=O)(=O)Cc2ccccc2)CC1 | -0.4 | 16 | -7 | -4 | -5 | -1 | 22 | / | 5
COc1ccccc1NCC(=O)N/N=C(\C)c1cccs1 | 0.0 | 19 | 6 | 2 | 6 | -2 | 0 | 2.2 | 3

Look-ups from the results shown.
CCOC(=O)Cn1c(-c2ccccc2)ccc(C#N)c1=O in CendR NRP1 mod shows -9
O=C(NCc1ccc(F)cc1)C(c1ccncc1)N(C(=O)c1csnn1)C1CC1 (centres undefined) in MsrA inhibitor shows 0.1
CCN(CC)CCCN(Cc1cc2cc3c(cc2[nH]c1=O)OCO3)C(=O)Nc1ccccc1OC in bovine MsrA act shows -3

Random draw from the library, and some 4% of all compounds hit somewhere here.
